E-sel TNF inh: blocks E-selectin expression induced by TNF alpha. inhibition, % at 2 µM. AID 1246. 120,000 compounds, 0.71% hits. HUVEC TNFa-induced E-selectin immunofluorescence, high content;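 active = inhibition above the batch mean plus 3 SD, and confirmed as a hit on visual image review, cut at about 43% in these data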;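 note: 0% = TNF-stimulated DMSO wells and 100% = unstimulated control wells; not every result past the cut was called active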
GALR2 blocker: blocks the human galanin receptor 2 | O43603 | GALR2-expressing cells, antagonist mode | inhibition, % at 4 µM | 140,000 compounds, 0.39% hits | AID 828; in the data active = inhibition above about 27%;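 note: cells stimulated with galanin 1-16 at roughly its EC80; 0% = agonist challenge control and 100% = basal control without agonist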
NPY-Y2 antag: antagonists of human neuropeptide Y receptor Y2; NPY-Y2 expressing cells, antagonist mode; inhibition, % at 2.7 µM; 140,000 compounds, 0.99% hits; in the data active = inhibition above about 17%;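 note: 0% = vehicle with agonist challenge and 100% = reference antagonist with challenge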
An asterisk follows results filed as active; / = no result given. An excerpt, so the mix of outcomes need not match the whole.

No. | SMILES | E-sel TNF inh | GALR2 blocker | NPY-Y2 antag
1 | COc1ccc(C2CC2C(=O)c2ccccn2)cc1 (centres undefined) | 31.6 | / | /
2 | CN(C)C(=O)c1ccc(-n2cnc3ccccc3c2=O)cc1 | -34.2 | / | /
3 | Nc1nc(SCC(=O)NC2CCCc3ccccc32)n[nH]1 (centres undefined) | 4.4 | / | /
4 | CCN1CCc2nc(NC(=O)c3cc(F)c(F)cc3Cl)sc2C1 | -12.4 | / | /
5 | COc1ccc(CCCc2n[nH]c(=S)o2)cc1 | 20.6 | / | /
6 | Cc1cc(C(=O)N/N=C/C=C/c2ccccc2[N+](=O)[O-])c(C)o1 | -56.4 | / | /
7 | CCCCn1c(=O)c(CCC(=O)OCC(=O)NC(C)c2ccccc2)nc2ccccc21 (centres undefined) | 18.9 | / | /
8 | Cc1ccc(C(=O)CSc2nnc(-c3ccco3)n2C)cc1 | -26.0 | / | /
9 | CN(NS(C)(=O)=O)c1ncc(C(F)(F)F)cc1Cl | 23.6 | / | /
10 | CC(C)(C)C(=O)Cn1c(=O)n(-c2ccc(F)cc2F)c(=O)c2sccc21 | 9.0 | / | /

In another format: entries from further up
#5 COc1ccc(CCCc2n[nH]c(=S)o2)cc1
#4 CCN1CCc2nc(NC(=O)c3cc(F)c(F)cc3Cl)sc2C1
#1 COc1ccc(C2CC2C(=O)c2ccccn2)cc1 (centres undefined)
#10 CC(C)(C)C(=O)Cn1c(=O)n(-c2ccc(F)cc2F)c(=O)c2sccc21
#9 CN(NS(C)(=O)=O)c1ncc(C(F)(F)F)cc1Cl
#7 CCCCn1c(=O)c(CCC(=O)OCC(=O)NC(C)c2ccccc2)nc2ccccc21 (centres undefined)
#2 CN(C)C(=O)c1ccc(-n2cnc3ccccc3c2=O)cc1
assay / entry | 5 | 4 | 1 | 10 | 9 | 7 | 2
E-sel TNF inh | 20.6 | -12.4 | 31.6 | 9.0 | 23.6 | 18.9 | -34.2
GALR2 blocker | / | / | / | / | / | / | /
NPY-Y2 antag | / | / | / | / | / | / | /

More entries:
No. | SMILES | E-sel TNF inh | GALR2 blocker | NPY-Y2 antag
11 | Cc1ccc2c(c1)cc(CN(Cc1cccnc1)C(=O)c1ccccc1)c1nnnn12 | -25.6 | / | /
12 | COc1ccc(-n2nnnc2SCC(=O)Nc2ccccc2N2CCOCC2)cc1OC | 17.4 | / | /
13 | O=C(Nc1ccccc1N1CCCC1)c1ccc([N+](=O)[O-])cc1Cl | 19.8 | / | /
14 | Cc1cc(C)n(CC(O)COc2ccccc2C)n1 (centres undefined) | -17.1 | / | /
15 | Cc1nnsc1Sc1ccccn1 | -14.1 | / | /
16 | CCOc1ccc(NC(=O)COC(=O)C2(C)CC2(Cl)Cl)c([N+](=O)[O-])c1 (centres undefined) | -9.5 | / | /
17 | COc1cccc(C(C)N(C)Cc2nc(-c3ccoc3)oc2C)c1 (centres undefined) | -2.5 | / | /
18 | Cc1noc(C)c1COC(=O)c1cccc(N(C)C)c1 | -10.2 | / | /
19 | CCOC(=O)c1cnc2ccc(C(=O)OC)cc2c1Nc1cccc(C(=O)O)c1 | 3.5 | / | /
20 | O=C(c1ccc(S(=O)(=O)Nc2ccc(F)cc2)cc1)N1CCN(c2ccccn2)CC1 | 6.4 | / | /
21 | CC(C)OCCCNC(=O)NC(=O)c1ccc(Cl)cc1 | 6.2 | / | /
22 | CC1CN(C(=O)N2CCCCC2)CCN1C(=O)N1CCCCC1 (centres undefined) | -19.2 | / | /
23 | Cc1cc(N2CCN(C)CC2)nc2ccc(NC(=S)N3CCN(c4ccc(Cl)cc4)CC3)cc12 | 10.4 | / | /
24 | Cc1ccc(NC(=O)CCc2nc3ccccc3s2)c(O)c1 | -7.0 | / | /
25 | CC1=CC=CC2=NC(=O)CC(C)(C(=O)O)N12 (centres undefined) | -0.6 | / | /
26 | Fc1ccc(C(CNC(=S)NC2CCCCC2)N2CCOCC2)cc1 (centres undefined) | -7.0 | / | /
27 | COc1ccc(/C=C/C(=O)c2cc3cccc(OC)c3oc2=O)cc1 | 2.2 | / | /
28 | CNc1nc(N)c(C(=O)Nc2cc(C)on2)s1 | 11.4 | / | /
29 | COc1ccc(C(=O)O)cc1N1C(=O)Nc2ccccc2N1O | 2.3 | / | /
30 | O=C(CSC1CC(=O)N(c2ccc(C(=O)O)cc2)C1=O)Nc1ccc(Cl)cc1 (centres undefined) | -44.9 | / | /
31 | CC(C(=O)N1CCOCCOCCOCCOCCOCC1)N1C(=O)c2ccccc2C1=O (centres undefined) | -16.7 | / | /
32 | COc1cccc(CNC(=O)CCC2CCCN(Cc3cc4ccccc4o3)C2)c1 (centres undefined) | -24.2 | / | /
33 | CCN(CC)c1ccc(NC(=O)C2CC(=O)N(Cc3ccccc3)C2)cc1 (centres undefined) | 16.9 | / | /
34 | Cc1ccc(C(=O)n2nc(-n3cccc3)c3c(C)cc(C)nc32)cc1 | -36.3 | / | /
35 | Cc1cc(C)c(C2=CSC3=NS(=O)(=O)CCN23)c(C)c1 | -12.6 | / | /
36 | COc1ccc(NC(=O)c2cccc([N+](=O)[O-])c2)cc1 | -2.8 | / | /
37 | CC(=O)c1c(C)[nH]c(C(=O)CSc2nnc(-c3ccco3)o2)c1C | 42.3 | / | /
38 | Cn1nnnc1SC(C(=O)Nc1ccc(F)cc1)c1ccccc1 (centres undefined) | -10.1 | / | /
39 | COCCNC(=O)NC(=O)COC(=O)c1cccn1C | -31.2 | / | /
40 | O=C(NNC(=O)C12CC3CC(CC(C3)C1)C2)[C@@H]1C[C@H]1c1ccccc1 | 10.4 | / | /
41 | O=C(NCCO)/C(=C/c1cccc([N+](=O)[O-])c1)NC(=O)c1ccco1 | -20.9 | / | /
42 | COC(=O)c1ccc(NC(C)=O)cc1O | -17.9 | / | /
43 | C=CCN(Cc1nc(-c2cc(OC)c3c(c2)OCO3)oc1C)C1CCS(=O)(=O)C1 (centres undefined) | 6.6 | / | /
44 | CC(=O)c1cnn(-c2ccccc2)c1C | -21.8 | / | /
45 | CCOc1ccc(C(=O)Nc2ccc(N3CCN(S(C)(=O)=O)CC3)cc2)cc1[N+](=O)[O-] | -21.6 | / | /
46 | CC(C)COC(=O)c1ccc(N2C(=O)c3ccccc3C2=O)cc1 | -14.4 | / | /
47 | O=C(N/N=C/c1ccccc1O)C1SCCCS1 | -29.1 | / | /
48 | C/C=N/NC(=O)CCCC(=O)N/N=C/C | -10.5 | / | /
49 | CN(C)C(=O)c1cccn(Cc2ccc(C(F)(F)F)cc2)c1=O | -53.2 | / | /
50 | Cc1ccc(C(=O)OCC(=O)NCc2ccco2)s1 | -6.4 | / | /
51 | COC(=O)C1CCN(c2cc(Cl)nc(N)n2)CC1 | -24.2 | / | /
52 | Cc1ccc(C)c(NC(=O)CN(C)C(=O)c2nn(C)c(=O)c3ccccc23)c1 | -39.3 | / | /
53 | O=C1CCCc2oc3ccc(NS(=O)(=O)c4cccc5cccnc45)cc3c21 | 5.6 | / | /
54 | COc1cc(/C=N/Nc2nc(N3CCCCC3)nc(N3CCCCC3)n2)ccc1OC(=O)c1ccco1 | 6.2 | / | /
55 | CN(C)S(=O)(=O)c1cccc(-n2sc3ccccc3c2=O)c1 | -40.4 | / | /
56 | N#Cc1c(N2CCN(c3ccc(F)cc3)CC2)nc(N)c2c(N)nc3c(c12)CC(=O)N3C1CC1 | -73.4 | / | /
57 | COc1cc(OC)c(S(=O)(=O)Nc2ccccc2N2CCOCC2)cc1NC(C)=O | 1.1 | / | /
58 | CC(C)NS(=O)(=O)c1ccc(CCC(=O)N2CCCC2)cc1 | -37.8 | / | /
59 | CCN(CC)CCCNC(=O)C1c2cc(OC)c(OC)cc2C(=O)N(C)C1c1cccnc1 (centres undefined) | -7.6 | / | /
60 | CCN(CC)S(=O)(=O)c1ccc(C(=O)Nc2ccc(Cc3ccncc3)cc2)cc1 | -4.4 | / | /

Laid out differently: three of the compounds above.
58	CC(C)NS(=O)(=O)c1ccc(CCC(=O)N2CCCC2)cc1
  E-sel TNF inh = -37.8	GALR2 blocker = /	NPY-Y2 antag = /

59	CCN(CC)CCCNC(=O)C1c2cc(OC)c(OC)cc2C(=O)N(C)C1c1cccnc1 (centres undefined)
  E-sel TNF inh = -7.6	GALR2 blocker = /	NPY-Y2 antag = /

60	CCN(CC)S(=O)(=O)c1ccc(C(=O)Nc2ccc(Cc3ccncc3)cc2)cc1
  E-sel TNF inh = -4.4	GALR2 blocker = /	NPY-Y2 antag = /

(cont.)
Screens in order – E-sel TNF inh	GALR2 blocker	NPY-Y2 antag
61) O=C(COc1ccccc1/C=C1\SC(=O)NC1=O)Nc1ccccc1
  -2.7	/	/
62) CCCCCNCC(=O)Nc1cc(C(F)(F)F)ccc1OCCOC
  -3.3	/	/
63) CC1CCCN(c2ccc(C(=O)Nc3cccnc3)cc2[N+](=O)[O-])C1 (centres undefined)
  -45.0	/	/
64) O=C(OCC(=O)c1ccc[nH]1)c1ccccc1
  -29.9	/	/
65) CCOC(=O)c1sc(NC(=O)c2ccc(OC)cc2)nc1C
  -6.9	/	/
66) COc1ccc(S(=O)(=O)N(C)C)cc1NC(=O)Cc1c[nH]c2ccccc12
  -12.6	/	/
67) CC1CCN(Cc2c(C(=O)O)nnn2-c2nonc2N)CC1
  24.7	/	/
68) COc1cccc(CC(Cc2nc3ccccc3[nH]2)c2nc3ccccc3[nH]2)c1 (centres undefined)
  -0.4	/	/
69) Cc1cccc(NC2=C(Cl)C(=O)OC2OC(C)C)c1 (centres undefined)
  -24.3	/	/
70) COc1cc2c(cc1OC)C1(CCCC1)CNC2c1ccc([N+](=O)[O-])cc1 (centres undefined)
  1.2	/	/
71) CCOC(=O)c1[nH]c(C)c(C(=O)OCC(=O)N(C)C2CCS(=O)(=O)C2)c1C (centres undefined)
  -1.9	/	/
72) COc1cc2c(cc1OC)CC1(CCCCC1)N=C2
  16.5	/	/
73) CC(C)CCNc1c(-c2cccs2)nc2ccccn12
  -20.4	/	/
74) Cc1cccc(N2CCN(C(=O)C3CCN(S(=O)(=O)c4c(C)noc4C)CC3)CC2C)c1 (centres undefined)
  -3.9	/	/
75) CC(C)N(Cc1nccn1C)C(=O)CCc1nnc(CCCc2ccccc2)o1
  -1.3	/	/
76) Cc1ccc(CN2CCN(Cc3c[nH]c4ccccc34)CC2CCO)o1 (centres undefined)
  -11.3	/	/
77) Cc1nc(-c2ccccc2)sc1C(=O)O
  -2.9	/	/
78) CCc1nc(-n2[nH]c(=O)c3ccccc3c2=O)c2c3c(sc2n1)CCCC3
  /	-3.3	2.1
79) Cc1cc(/C=C2/SC(=S)N(c3cccc(Cl)c3)C2=O)c(C)n1-c1cccnc1
  /	12.1	2.2
80) Cc1nc2ccccn2c1/C(O)=C1\C(=O)C(=O)N(CCCN(C)C)C1c1ccc(F)cc1 (centres undefined)
  /	0.3	5.5
81) C/C(=C\C(=O)c1ccc(Cl)cc1)Nc1ccc(Br)cc1
  /	-5.8	0.6
82) CC(C)(C)NC(=O)C(c1ccco1)N(C(=O)Cn1nnc(-c2ccc(F)cc2)n1)c1ccccc1 (centres undefined)
  /	-18.4	4.8
83) CCOC(=O)c1c(N)sc(C(=O)N2CCCC(C(N)=O)C2)c1C (centres undefined)
  /	-2.6	1.5
84) Cc1cccc(C(C#N)c2nc3ccccc3nc2C(F)(F)F)c1 (centres undefined)
  /	2.1	2.1
85) COc1ccc(C(=O)Oc2c(CN3CCOCC3)cc(Cl)c3cccnc23)cc1OC
  /	1.4	1.1
86) Cc1ccc(NC(=S)N2CCN(Cc3ccc4c(c3)OCO4)CC2)c(C)c1
  /	-2.4	1.3
87) O=C1c2cccc(Cl)c2C(=O)c2c1cccc2N1CCCC1
  /	6.8	-2.8
88) CN(Cc1ccccc1)S(=O)(=O)c1ccc(S(=O)(=O)N2CCN(CCC#N)CC2)cc1
  /	1.5	0.2
89) Cn1nc(-c2ccccc2F)c2cc(C(=O)N3CCN(C(=O)c4ccco4)CC3)sc21
  /	1.3	2.5
90) O=C1CCCC2=C1C(c1cccc(Br)c1)n1nc(-c3ccco3)nc1N2 (centres undefined)
  /	-3.1	0.8
91) COc1ccccc1Nc1nc(-c2ccc([N+](=O)[O-])cc2)nc2ccccc12
  /	1.8	2.2
92) CCCCN(CC)C(=O)C1CCC(=O)N(c2ccc(OC)cc2)C1c1ccc(OC)c(OC)c1 (centres undefined)
  /	-0.3	2.3
93) CCOC(=O)Nc1ccc([N+](=O)[O-])cc1OC
  /	-3.0	1.0
94) O=C(O)C(NC(=O)c1ccccc1)=C(Cl)Cl
  /	9.6	3.8
95) Cc1ccc(Cn2c(=O)c3ccccc3n3c(CCC(=O)O)nnc23)cc1
  /	-2.8	-0.4
96) Cc1ccc(/C(N)=N/OC(=O)N2c3ccccc3Sc3ccccc32)cc1
  /	10.8	-2.4

High-throughput results: PubChem BioAssay, several laboratories
